# Screens deposited in PubChem BioAssay by NMMLSC.
# Bim-Bfl-1 – inhibitors of Bim-Bfl-1 interaction, human; Q16548; Bead-based flow cytometry, Bim-Bfl-1 binding inhibition; inhibition, % at 10 µM; 0.12% of 190,000 active;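 note: 0% = wells without compound plus tracer and 100% = blocker peptide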
# Bim-Bcl-B – human Bim-Bcl-B interaction inhibition | Q9HD36 | bead-based flow cytometry, Bim peptide-Bcl-B binding | inhibition, % at 10 µM | 0.073% of 190,000 active | AID 951;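 note: 0% = tracer peptide without compound and 100% = reference inhibitor peptide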
# Bcl-W Bim block – disrupts Bim peptide binding to human Bcl-W. bead-based flow cytometry. inhibition, % at 10 µM. 0.02% of 190,000 active;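 note: 0% = bound tracer without compound and 100% = peptide blocker; higher means less fluorescent Bim peptide bound to Bcl-W beads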
# Cdc42 wt GTP – human Cdc42 wildtype GTP binding change, either direction; P60953; GST-Cdc42 beads, Bodipy-GTP binding, flow cytometry; actives lie on both sides; percent activity (GTP binding), % at 10 µM; 0.2% of 190,000 active;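 active = percent activity GTP binding at least 20 points away from the 100% baseline, either down as inhibitor or up as activator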;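 note: median bead fluorescence of bound Bodipy-FL-GTP at 100 nM; 0% = excess unlabeled GTP control and 100% = no compound control; below 100% means less GTP binding so inhibitor and above means activator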
# Target sequence (P60953 whole entry, looked up): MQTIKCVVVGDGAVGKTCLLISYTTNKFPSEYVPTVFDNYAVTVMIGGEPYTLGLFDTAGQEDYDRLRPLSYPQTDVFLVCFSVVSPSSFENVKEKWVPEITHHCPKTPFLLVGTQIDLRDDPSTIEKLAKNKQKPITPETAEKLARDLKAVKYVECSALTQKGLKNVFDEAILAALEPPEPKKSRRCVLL
# Rab2 wt GTP – changes GTP binding to wildtype dog Rab2A, up or down | GST-Rab2 wt beads, Bodipy-GTP binding, flow cytometry | 0.19% of 190,000 active | AID 760 | GTP binding activity, % at 10 µM;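 active = GTP binding activity at least 20 points away from 100%, either lowered or raised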;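 note: 0% = beads with excess unlabeled GTP and 100% = no-compound control corrected for plate trend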
# Bcl-XL Bim block – inhibitors of Bim-Bcl-XL interaction, human; Q07817; 0.04% of 190,000 active; Bim peptide-Bcl-XL binding, bead flow cytometry, fluorescence; inhibition, % at 10 µM
# Target sequence (Q07817 whole entry, looked up): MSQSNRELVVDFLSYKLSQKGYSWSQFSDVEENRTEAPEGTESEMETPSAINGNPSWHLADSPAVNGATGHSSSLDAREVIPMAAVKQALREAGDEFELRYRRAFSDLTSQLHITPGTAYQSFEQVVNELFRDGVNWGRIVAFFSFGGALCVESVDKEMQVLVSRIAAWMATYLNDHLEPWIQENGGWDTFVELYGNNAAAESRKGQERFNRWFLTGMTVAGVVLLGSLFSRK
# Rab7 wt GTP bind – alters GTP binding to wildtype dog Rab7; GST-Rab7 beads, fluorescent GTP binding, flow cytometry; actives lie on both sides; untreated = 100%, excess cold GTP = 0%; GTP binding activity (percent of control), % at 10 µM; 0.055% of 190,000 active; AID 758;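 active = fluorescent GTP binding to Rab7 beads changed by at least 20 points from the 100% baseline, either direction, mostly lower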;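 note: median green fluorescence of bound Bodipy-FL-GTP per Rab7 bead population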
# HRas wt GTP – human HRas wildtype GTP binding, change in either direction. P01112. GST-Ras wt beads, Bodipy-FL-GTP binding, flow cytometry; actives lie on both sides. GTP binding activity, % at 10 µM. 0.14% of 190,000 active. AID 759;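 active = GTP binding activity at least 20% away from the 100% baseline, either lowered as inhibitor or raised as activator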;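 note: 0% = unlabeled GTP competition control and 100% = no-compound control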
# Target sequence (P01112 whole entry, looked up): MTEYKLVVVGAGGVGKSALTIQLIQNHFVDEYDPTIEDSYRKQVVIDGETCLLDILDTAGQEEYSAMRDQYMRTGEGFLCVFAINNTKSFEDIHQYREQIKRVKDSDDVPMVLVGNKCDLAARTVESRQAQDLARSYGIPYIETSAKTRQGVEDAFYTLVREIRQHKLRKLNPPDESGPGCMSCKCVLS
# Rac1 act GTP bind – human Rac1 activated mutant GTP binding change; P63000; GST-Rac1 activated beads, fluorescent GTP binding, flow cytometry; actives lie on both sides; 100% means binding = to untreated wells; percent activity (GTP binding), % at 10 µM; 0.11% of 190,000 active;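 active = GTP binding at least 20 percentage points away from the 100% baseline, in either direction, so actives lie on both sides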
# Rac1 wt modul – modulators of human Rac1 wildtype GTP binding; P63000; GST-Rac1 beads, fluorescent GTP binding, flow cytometry; actives lie on both sides; 0 = cold GTP competed, 100 = untreated; GTP binding activity (% of control), % at 10 µM; 0.27% of 190,000 active;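 active = GTP binding activity at least 20 points away from the 100% control level, either lower or higher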
# Bim-Bcl-2 – disrupts Bim peptide binding to human Bcl-2; 0.06% of 190,000 active; AID 950; Bead-based flow cytometry, Bim peptide-Bcl-2 binding; P10415; inhibition, % at 10 µM; in the data active = inhibition above about 40%;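 note: 0% = no compound wells with probe peptide and 100% = reference peptide inhibitor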
# Target sequence (P10415 whole entry, looked up): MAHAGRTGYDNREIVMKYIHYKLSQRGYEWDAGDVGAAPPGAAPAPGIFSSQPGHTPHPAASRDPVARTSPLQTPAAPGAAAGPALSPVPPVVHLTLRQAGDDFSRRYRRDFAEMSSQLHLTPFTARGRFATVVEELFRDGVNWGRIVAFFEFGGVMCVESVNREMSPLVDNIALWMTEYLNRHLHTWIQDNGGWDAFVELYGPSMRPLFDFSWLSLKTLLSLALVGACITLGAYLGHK
# * hit, by the source's call. Cut-off read from the data, not from the text of the source, unless noted: active = inhibition above about 40%.
SMILES,Bim-Bfl-1,Bim-Bcl-B,Bcl-W Bim block,Cdc42 wt GTP,Rab2 wt GTP,Bcl-XL Bim block,Rab7 wt GTP bind,HRas wt GTP,Rac1 act GTP bind,Rac1 wt modul,Bim-Bcl-2
Cc1ccc(S(=O)(=O)N2CCN=C2SCc2cccnc2)cc1,-4,0,0,97,97,0,106,99,96,96,-2
CC(C)c1ccc(C(=O)NCc2ccc(Cl)cc2)cc1,0,0,0,98,96,-2,99,99,100,102,0
COC(=O)c1ccc(NC(=O)c2cccc(C)c2[N+](=O)[O-])cc1,-5,-1,0,100,99,-1,104,99,98,102,-4
Cn1c(N2CCN(C(=O)NC34CC5CC(CC(C5)C3)C4)CC2)nc2ccccc21,3,-2,-1,101,100,-1,98,102,100,107,4
Cc1ccc2c(c1)NC(=O)C(CC(=O)NCCCN1CCCCC1C)O2 (stereo not given),-5,-3,-4,97,99,-4,101,99,97,101,-2
Cn1c(=O)n(CC(=O)NC2CCCCC2)c(=O)c2ccccc21,-11,-4,1,103,99,-1,100,101,102,102,-5
FC(F)Oc1ccccc1NC(=S)Nc1cccnc1,-2,-5,0,95,97,-3,104,101,96,97,0
NS(=O)(=O)c1ccc(NCc2ccccc2OCc2ccc(F)cc2)cc1,-1,1,0,100,101,0,105,101,99,105,-2
CC1CC1c1ccc(/C=C(\C#N)C(=O)Nc2cccc(Cl)c2Cl)o1 (stereo not given),-8,-9,-6,101,96,-9,99,99,99,105,-6
COc1cccc(OCCCn2cc(/C=C3/C(=N)N4C=C(C)SC4=NC3=O)c3ccccc32)c1,0,-5,0,102,99,-3,101,100,101,105,2
O=C1COc2ccc(C(=O)COC(=O)c3cnc(Cl)c(Cl)c3)cc2N1,-4,0,0,95,96,0,92,95,97,96,0
Cc1cc(/C=C(\C#N)C(=O)NCc2cccs2)c(C)[nH]1,-2,0,0,94,92,0,93,93,92,100,-3
Cc1nonc1CN(C)C(=O)c1ccc(OC2CCN(C(=O)c3cccnc3)CC2)cc1,-5,-7,-3,101,99,-5,97,98,99,103,-3
COCCN(CC(=O)NCC1CCCO1)C(=O)CCC(=O)Nc1ccccn1 (stereo not given),8,5,3,91,95,1,99,94,90,90,2
CCOc1ccc(NC(=O)CSc2nnc(Cn3cnc4ccccc43)n2C)cc1,2,-2,0,100,100,0,97,102,100,103,-3
O=C(NCCN1CCOCC1)C(=O)NCc1ccc2c(c1)OCO2,-5,0,-2,98,101,0,105,104,98,99,-4
C=CCn1c(C(C)C)nc2ccccc21,-1,-2,0,99,98,0,94,97,92,99,-3
Cc1onc(-c2c(Cl)cccc2Cl)c1C(=O)NC(=S)Nc1sc2c(c1C(N)=O)CCC(C)C2 (stereo not given),-13,-11,-6,101,98,-9,100,99,97,103,-10
COCCNc1cc(C)nc2c(-c3ccccc3OC)c(C)nn12,-6,-4,0,104,101,-2,99,100,100,106,-8
CC(=O)N1N=C(c2ccc(C)cc2)OC1c1ccc(C)cc1 (stereo not given),-9,-3,1,101,99,0,99,99,98,101,-8

# Filtered by structure: the compounds so far containing a Cl atom
SMILES,Bim-Bfl-1,Bim-Bcl-B,Bcl-W Bim block,Cdc42 wt GTP,Rab2 wt GTP,Bcl-XL Bim block,Rab7 wt GTP bind,HRas wt GTP,Rac1 act GTP bind,Rac1 wt modul,Bim-Bcl-2
CC(C)c1ccc(C(=O)NCc2ccc(Cl)cc2)cc1,0,0,0,98,96,-2,99,99,100,102,0
CC1CC1c1ccc(/C=C(\C#N)C(=O)Nc2cccc(Cl)c2Cl)o1 (stereo not given),-8,-9,-6,101,96,-9,99,99,99,105,-6
O=C1COc2ccc(C(=O)COC(=O)c3cnc(Cl)c(Cl)c3)cc2N1,-4,0,0,95,96,0,92,95,97,96,0
Cc1onc(-c2c(Cl)cccc2Cl)c1C(=O)NC(=S)Nc1sc2c(c1C(N)=O)CCC(C)C2 (stereo not given),-13,-11,-6,101,98,-9,100,99,97,103,-10

# (further entries)
SMILES,Bim-Bfl-1,Bim-Bcl-B,Bcl-W Bim block,Cdc42 wt GTP,Rab2 wt GTP,Bcl-XL Bim block,Rab7 wt GTP bind,HRas wt GTP,Rac1 act GTP bind,Rac1 wt modul,Bim-Bcl-2
O=C(Nc1nc(-c2ccccc2)cs1)c1cccc(S(=O)(=O)N2CCN(Cc3ccccc3)CC2)c1,-10,-11,0,103,100,-3,99,102,99,104,-10
CCCCc1ccc(NC(=O)CSCc2cc(=O)[nH][nH]2)cc1,-8,-8,-2,103,101,-5,99,101,99,108,-8
Cc1ccc(-n2cccn2)c(CN2CCCC(C(=O)c3sccc3C)C2)c1 (stereo not given),-5,-3,-2,98,96,-3,98,97,94,97,0
CCOCCn1c(SCc2ccc(C)cc2)nc2c1c(=O)[nH]c(=O)n2C,-9,-6,0,102,101,0,101,102,98,104,-7
O=C(/C=C\NCC(=O)c1ccccc1)c1ccc(F)cc1,2,0,-2,100,100,0,96,100,100,100,-2
O=C(CN1CCC(n2nnc3cc(F)ccc32)CC1)NCc1ccco1,3,-3,-1,103,105,-2,99,105,102,104,-1
CCc1c(C)nc2ncnn2c1N1CCC(C(=O)NCc2ccc3c(c2)OCO3)CC1,-5,-8,1,96,97,-7,97,98,97,97,-5
COc1ccc(NC(=O)CSc2nnc(-c3ccccn3)n2N)cc1Cl,-6,-7,1,95,94,2,98,96,93,95,-8
Cc1cc(C(=O)CSc2nnc(-c3ccc(F)cc3)o2)c(C)n1CC1COc2ccccc2O1 (stereo not given),-4,-2,2,95,96,-1,96,95,95,98,-2
Cc1c(C)c2ccc(Oc3ccc([N+](=O)[O-])cc3C(F)(F)F)c(C)c2oc1=O,0,-3,-2,95,95,1,94,97,94,93,-2

# Five entries from above, sorted by the number in Bcl-W Bim block, rising:
structure | Bcl-W Bim block
CCCCc1ccc(NC(=O)CSCc2cc(=O)[nH][nH]2)cc1 | -2
O=C(CN1CCC(n2nnc3cc(F)ccc32)CC1)NCc1ccco1 | -1
CCOCCn1c(SCc2ccc(C)cc2)nc2c1c(=O)[nH]c(=O)n2C | 0
CCc1c(C)nc2ncnn2c1N1CCC(C(=O)NCc2ccc3c(c2)OCO3)CC1 | 1
Cc1cc(C(=O)CSc2nnc(-c3ccc(F)cc3)o2)c(C)n1CC1COc2ccccc2O1 (stereo not given) | 2

# (list continues)
SMILES,Bim-Bfl-1,Bim-Bcl-B,Bcl-W Bim block,Cdc42 wt GTP,Rab2 wt GTP,Bcl-XL Bim block,Rab7 wt GTP bind,HRas wt GTP,Rac1 act GTP bind,Rac1 wt modul,Bim-Bcl-2
c1csc(-c2nnc(-c3ccc(N4CCOCC4)cc3)o2)c1,0,0,0,97,98,0,95,97,96,99,-6
Cc1ccc(CNC(=O)C2CCCN(S(=O)(=O)c3c(C)n[nH]c3C)C2)cc1 (stereo not given),-7,-7,3,102,100,-9,99,102,99,103,-7
COc1cc(-c2nc3oc4ccccc4c(=O)c3c(=O)n2Cc2ccco2)cc(OC)c1OC,4,2,3,87,88,-3,90,90,87,85,7
Cc1cc(OCCN2CCOCC2)nc2ccccc12,-13,-10,3,104,103,-4,100,99,99,102,-14
Cc1cccc(S(=O)(=O)c2c(N)n(Cc3ccco3)c3nc4ccccc4nc23)c1,-12,-9,2,100,99,-4,101,100,98,99,-3
OCCN1CCOCCN(CCO)CCOCC1,-2,1,0,104,101,-2,102,102,102,106,-4
C=CCNC(=S)Nc1ccccc1,-14,-11,-3,96,98,-10,95,97,98,103,-8
NNc1nc(-c2ccccc2)cc(-c2ccccc2O)n1,-1,0,0,97,98,-1,107,99,96,103,-2
Cc1cc(C)n(C(=O)c2ccc([N+](=O)[O-])c(Cl)c2)n1,-1,-4,-3,102,99,-2,96,99,101,103,-3
Cn1c(=O)c2c(nc(CN3CCOCC3)n2CCCO)n(C)c1=O,-10,-4,1,106,105,-2,103,103,101,108,-7
Cc1scc(C(=O)N2CCN(c3ccc(Cl)cc3)CC2)c1C,-2,-6,-2,103,102,-2,107,100,96,105,2
CCN(CC)C(=O)COC(=O)c1cc(-c2ccc(OC)cc2)nc2ccccc12,-15,-7,-1,102,98,-4,101,99,99,101,-18
O=C1c2ccccc2C(=O)N1c1cccc(-c2csc(Nc3ccc4c(c3)OCO4)n2)c1,0,3,0,107,98,-6,100,100,101,109,-4
O=C(NCC1(c2ccccc2)CCCC1)c1ccccc1Br,6,3,1,102,100,5,105,101,101,102,0
COc1ccc(CCn2c(=O)c3cccnc3n(Cc3ccc([N+](=O)[O-])cc3)c2=O)cc1OC,4,2,0,99,98,-1,94,98,96,97,0
CC(C)c1ccc2oc(-c3ccc(N)cc3)nc2c1,-23,-6,0,101,100,-4,101,102,100,102,-8
